H69AR inhibit = growth inhibitors of human H69AR lung tumor cells; H69AR lung tumor viability, ATP luminescence, 72 h; active compounds read low; viability, % at 10 µM; 85,000 compounds, 6% hits;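 active means viability at or below 40%; inactive means viability above 40%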;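 further: multidrug resistant small cell line overexpressing MRP-1 efflux transporter; 100% = mean luminescence of untreated control wells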
S1P2 blocker = blocks the human S1P2 receptor; 97,000 compounds, 0.21% hits; O95136; cell-based S1P2 antagonist assay, inhibition at 5 uM; inhibition, % at 5 µM; AID 736; in the data active means inhibition above about 45%;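 further: CRE beta-lactamase reporter cells expressing human S1P2 stimulated with S1P; 0% = agonist at EC80 alone and 100% = agonist plus reference antagonist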
Target sequence (O95136 whole entry, looked up): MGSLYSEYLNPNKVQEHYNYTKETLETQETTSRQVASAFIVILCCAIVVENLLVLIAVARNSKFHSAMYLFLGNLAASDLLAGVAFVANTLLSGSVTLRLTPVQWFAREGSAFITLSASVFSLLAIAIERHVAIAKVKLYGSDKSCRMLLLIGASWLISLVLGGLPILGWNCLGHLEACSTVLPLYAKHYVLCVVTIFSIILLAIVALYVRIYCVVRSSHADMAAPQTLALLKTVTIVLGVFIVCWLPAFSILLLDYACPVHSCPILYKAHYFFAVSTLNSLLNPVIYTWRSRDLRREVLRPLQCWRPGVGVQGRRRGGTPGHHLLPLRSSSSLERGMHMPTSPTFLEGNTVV
PostGolgi ctrl = inhibits growth of the yeast control strain; inhibition, % at 10 µM; efflux-deficient yeast background strain, growth absorbance A615, 16 h; 98,000 compounds, 5% hits; AID 738; in the data active means inhibition above about 30%
sEH act = activators of human soluble epoxide hydrolase; activation, % at 2 µM; P34913; 91,000 compounds, 0.04% hits; AID 717; purified human sEH enzymatic activity, activator screen; in the data active means activation above about 37%; further: values of inactives mirror those of a sister screen read the other way
Target sequence (P34913 whole entry, looked up): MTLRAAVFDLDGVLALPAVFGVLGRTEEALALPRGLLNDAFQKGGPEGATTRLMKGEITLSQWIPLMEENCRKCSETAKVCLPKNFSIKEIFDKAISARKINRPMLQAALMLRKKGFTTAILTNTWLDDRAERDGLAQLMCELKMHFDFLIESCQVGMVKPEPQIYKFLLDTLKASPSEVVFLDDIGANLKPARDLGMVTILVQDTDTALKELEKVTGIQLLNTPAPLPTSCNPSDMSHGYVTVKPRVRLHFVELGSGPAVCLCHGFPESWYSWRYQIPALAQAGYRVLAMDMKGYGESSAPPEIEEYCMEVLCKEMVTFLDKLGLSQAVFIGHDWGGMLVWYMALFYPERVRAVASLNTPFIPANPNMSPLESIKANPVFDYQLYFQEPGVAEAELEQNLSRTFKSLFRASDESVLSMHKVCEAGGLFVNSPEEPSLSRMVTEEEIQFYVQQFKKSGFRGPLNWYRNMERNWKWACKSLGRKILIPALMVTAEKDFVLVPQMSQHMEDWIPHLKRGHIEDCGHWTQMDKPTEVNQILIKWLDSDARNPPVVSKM
LYP act = activators of human LYP (PTPN22) phosphatase | recombinant LYP, DiFMUP fluorescence; 0 = plate median, 100 = signal doubled | AID 697 | activation, % at 2 µM | 96,000 compounds, 0.11% hits | Q9Y2R2;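 active means activation at 2 µM above a set limit, the mean plus 5 SD, cut at about 37% in these data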
S1P2 ag = S1P2 (human) receptor agonism. S1P2-expressing cell line, agonist reporter read-out. activation, % at 4.5 µM. 97,000 compounds, 0.46% hits. AID 729; in the data active means activation above about 16%;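 further: 0% = vehicle low control and 100% = maximal reference agonist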
HUVEC prolif 384 = inhibitors of human endothelial cell proliferation. HUVEC proliferation, CellTiter-Glo luminescence, 72 h; active compounds read low. viability, % at 10 µM (by protocol). 86,000 compounds, 1.1% hits. AID 648;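 active means viability at or below 30%; inactive means viability above 30%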;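 further: 100% = median luminescence of DMSO-only cell control wells on each plate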
sEH inh = blocks human soluble epoxide hydrolase activity | recombinant human sEH enzymatic activity assay | inhibition, % at 2 µM | 91,000 compounds, 0.34% hits | AID 707; in the data active means inhibition above about 80%; further: values of inactives mirror those of a sister screen read the other way; many of its hits are not listed in these tables
Lung fibro prol = blocks proliferation of human lung fibroblasts | viability, % at 10 µM | 85,000 compounds, 1.1% hits | LL 47 human lung fibroblast viability, ATP luminescence; active compounds read low | AID 719;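 active means viability at or below 50% in the single dose screen; inactive means viability above 50%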;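 further: compound exposure lasted 72 h before the ATP readout; 100% = median luminescence of untreated cell-only wells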
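Benchmarks: Cell-only wells, no compound | Test system: LL 47 human lung fibroblasts, passage 12 or lower | Input: 1,150 cells/well | Measured by: CellTiter-Glo luminescence measuring cellular ATP | Medium: IMEM, 15% FBS supplement | Schedule: Overnight attachment after seeding, then 72 h compound exposure at 37 °C | Doses: Compound addition at 0.1% DMSO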
Numbers without * were called inactive; x = no result given. An excerpt; rates above refer to the full screens.

Values run as follows: H69AR inhibit	S1P2 blocker	PostGolgi ctrl	sEH act	LYP act	S1P2 ag	HUVEC prolif 384	sEH inh	Lung fibro prol
1) CCOC(=O)Cc1nnc(NC(=O)Nc2ccccc2)s1
 : 92	x	0	x	x	x	88	x	105
2) COC(=O)C(O)(CC(=O)Nc1ccc(OC)cc1)C(F)(F)F (configuration not stated)
 : 96	-7	x	-8	4	0	100	9	99
3) O=c1[nH]n(Cc2ccccc2)c(=O)c2ccccc12
 : x	-13	14	-3	5	-5	x	6	x
4) Cc1cc2ccccc2n1CCNC(=O)C1CCCCC1
 : 95	25	10	-2	0	-5	112	0	104
5) O=C(NCc1ccc2c(c1)OCO2)c1cc(-n2cnnc2)ccc1Cl
 : 101	2	46*	-2	3	-3	102	0	101
6) Nc1nc(SCC(=O)Nc2ccc(Br)cc2F)n[nH]1
 : 106	-4	-2	0	-10	-2	113	1	106
7) Cc1ccc(/C=C/c2nnc(-c3cccs3)o2)cc1
 : x	-27	2	14	-1	-11	x	-14	x
8) O=C(CCCCCn1c(SCc2ccncc2)nc2ccccc2c1=O)NCc1ccco1
 : 82	-8	21	-21	-9	-3	81	20	94
9) O=C(CCCN1C(=O)c2ccccc2C1=O)Nc1sc2c(c1C(=O)NCc1ccco1)CCC2
 : x	-12	16	4	4	-7	89	-7	105
10) COc1ccc(C(C)(C)C)cc1NC(=O)c1c(C)noc1C
 : 94	3	-2	-1	-5	-4	95	2	100
11) O=C(NC1CCCC1)c1ccc(CN2CCOCC2)cc1
 : 94	-12	1	-10	4	-2	97	6	104
12) CC(C)CC(=O)NC(Nc1ccccc1F)C(Cl)(Cl)Cl (configuration not stated)
 : x	2	6	7	-8	-6	x	-5	x
13) Cc1nn(-c2nc3ccccc3s2)c(C)c1Oc1ccccc1O
 : 77	x	-2	x	x	x	84	x	85
14) CCOC(=O)c1c(CN2CCN(c3ccccc3)CC2)oc2ccc(O)cc12
 : 31*	x	32*	x	x	x	27*	x	92
15) Cc1nnc(NC(=O)c2oc3c(ccc4ccccc43)c2C)s1
 : 67	9	23	x	8	-4	95	x	101
16) Cc1nc2ccc(NC(=O)N3CCC(c4ccccc4)C3)cc2nc1C (configuration not stated)
 : x	-12	-1	-38	0	-6	x	40	x
17) CC(=O)c1ccccc1NC(=O)CSc1nnc2ccccn12
 : 82	-16	8	-4	1	-5	101	-2	98
18) COc1ccccc1NC(C)=O
 : 97	x	-14	x	x	x	101	x	102
19) CC(=O)NC(=O)Nc1sc(=S)n(C)c1C
 : 110	10	2	-9	-1	-3	106	9	108
20) COc1ccc(CN2CCN(C(=O)CC(C)C)CC2)c(OC)c1OC
 : 106	-21	-7	-2	-8	-4	111	3	97
21) CCOC(=O)C1CCN(S(=O)(=O)c2ccc(OC)c(Cl)c2Cl)CC1
 : 81	-8	13	-5	9	-5	107	3	103
22) COc1cccc(OC)c1C(=O)N1CCN(S(=O)(=O)c2ccccc2)CC1
 : 85	-7	-3	3	1	-6	102	-2	92
23) Cc1cc(N2CC34C=CC(O3)C(C(=O)O)C4C2=O)no1 (configuration not stated)
 : 99	4	7	x	3	-7	107	x	104
24) CN(C)/C=C/C(=O)c1ccccc1F
 : x	17	36*	-11	-5	-7	x	11	x
25) CC1CN(CC(=O)c2c(N)n(Cc3ccccc3)c(=O)n(C)c2=O)CC(C)O1 (configuration not stated)
 : 99	1	-6	-4	1	-7	99	4	96
26) Cc1cc(/C([O-])=C(/C(=S)Nc2ccc(F)cc2)[n+]2ccccc2)c(C)n1-c1ccc(F)cc1
 : 74	-7	3	-6	5	-3	88	3	94
27) Cc1ccnc(NS(=O)(=O)Cc2ccccc2)c1
 : 68	-12	2	-6	12	1	98	6	100
28) CN(C)c1ccnc2sc3c(=O)n(Cc4ccccc4)cnc3c12
 : x	10	29	9	-8	-8	x	-6	x
29) Cc1ccc(/C=c2/sc3nnc(-c4ccccc4Cl)n3c2=O)o1
 : 88	-10	8	0	2	-2	102	1	107
30) CCOC(=O)c1cc2c(=O)n3ccccc3nc2n(Cc2ccco2)c1=NC(=O)c1cccnc1
 : 68	7	6	2	13	2	79	-2	100
31) Cc1nc(NC(=O)c2ccc(F)cc2)sc1C(=O)Nc1ccc2c(c1)CCC2
 : x	-8	-4	-57	25	-7	x	58	x
32) Nc1cc2c(cc1C(=O)c1ccccc1)OCCO2
 : 72	0	9	5	3	-2	88	-4	95
33) N#CC1=C(N)OC2=C(C(=O)CCC2)C12C(=O)N1CCCc3cccc2c31 (configuration not stated)
 : 88	-33	-7	4	0	2	99	-3	103
34) N#CCc1nnc2n1-c1ccccc1CCC2
 : 103	17	9	-3	-5	-10	90	4	105
35) O=C(CSc1nc(O)cc(=O)[nH]1)Nc1ccc2c(c1)CCC2
 : 96	18	1	-8	-4	-6	94	8	107
36) COC(=O)CCc1nc2ccccc2[nH]c1=O
 : 96	-16	-3	2	-1	-1	113	-5	97
37) Clc1ccc(-n2nnnc2CN2CCCCC2)cc1Cl
 : x	-1	0	-4	6	-5	x	6	x
38) COc1cccc(-c2cc(C(F)(F)F)nc(-n3cccn3)n2)c1
 : 63	-7	16	-5	1	-2	90	7	106
39) Cc1cc(C(=O)NCCN2CCCCC2C)n(-c2ccccc2)n1 (configuration not stated)
 : 97	8	10	-5	0	-7	106	4	96
40) COc1ccc(N(C)C(=S)Oc2ccc(C(=O)Nc3ccccc3)cc2)cc1
 : x	-7	-2	-15	11	-6	x	18	x
41) Clc1ccccc1Cn1nnc2c(N3CCCC3)ncnc21
 : x	-19	7	-7	-8	1	98	8	89
42) CCn1c(SCC(=O)Nc2nonc2C)nnc1-c1ccco1
 : 98	14	3	1	-3	-3	98	-4	102
43) CN1CCN(c2ccc(NC(=O)CSc3ccccc3)cc2F)CC1
 : x	-11	-3	-4	17	-6	x	2	x
44) CCOC(=O)c1ccc(Oc2c(C)oc3c(CN4CCN(C)CC4)c(O)ccc3c2=O)cc1
 : 86	12	8	-8	-2	-4	84	10	90
45) O=Cc1ccc(-c2ccccc2OC(F)(F)F)o1
 : 108	-2	-1	-5	19	-1	88	4	97
46) c1csc(-c2nnc3ccccn23)c1
 : 94	-13	2	26	-2	-4	100	-25	100
47) CC(C)c1ccc(OCC(=O)NCc2ccco2)cc1
 : 97	-16	10	5	0	-9	86	-5	91
48) Cc1cccc(-n2nnc(C(=O)NC3CCCc4ccccc43)c2N)c1 (configuration not stated)
 : 19*	10	17	0	1	-5	67	1	94
49) COc1ccc(Cn2cc(F)c(=O)n(CCC(C)C)c2=O)cc1[N+](=O)[O-]
 : x	-8	5	2	8	-4	x	-4	x
50) NS(=O)(=O)c1ccc(N2N=C(c3ccccc3)CC2c2ccc(F)cc2)cc1 (configuration not stated)
 : x	-6	50*	8	6	5	x	-5	x
51) Cc1sc2c(c1C)c(=O)n(-c1cccc(C(F)(F)F)c1)c(=O)n2CC(=O)NCc1ccco1
 : 91	-3	2	3	7	0	96	-2	101
52) CCN1CCN(c2nc(C)c3c(n2)CCCC3=O)CC1
 : 101	0	4	0	-20	-3	90	2	100
53) O=C(Cn1cnc2c(nnn2Cc2ccc(F)cc2)c1=O)OCc1ccccc1
 : 70	2	x	1	10	-4	95	2	101
54) Cc1c(N=Cc2ccc(-c3ccc(Cl)cc3)o2)c(=O)n(-c2ccccc2)n1C
 : 105	x	-6	x	x	x	80	x	92
55) CCCN1C(=O)C(NC(C)=O)c2cc(OC)ccc21 (configuration not stated)
 : x	11	13	3	0	-7	x	-2	x
56) CCCOc1ccc(Cl)cc1CN1CCOCC1
 : 97	-33	4	4	8	3	96	-2	107
57) Cc1cc2ncn(S(=O)(=O)N3CCOCC3)c2cc1C
 : 100	-13	4	22	-5	0	93	-16	115
58) CC(=O)c1nn(-c2cccc(Br)c2)cc1C(=O)c1ccco1
 : 78	-10	x	-4	5	-2	90	4	98
59) O=S(=O)(N/N=C1\CC(c2ccccc2)Oc2ccccc21)c1ccccc1 (configuration not stated)
 : 91	5	20	-8	10	-8	85	11	102
60) COC(=O)COc1ccc(Oc2nc(SC)nc(N(C)C)n2)nn1
 : 94	12	11	4	-2	-5	98	-5	103

Some of these compounds in order of length of the SMILES, falling:
Values run as follows: H69AR inhibit	S1P2 blocker	PostGolgi ctrl	sEH act	LYP act	S1P2 ag	HUVEC prolif 384	sEH inh	Lung fibro prol
39) Cc1cc(C(=O)NCCN2CCCCC2C)n(-c2ccccc2)n1 (configuration not stated)
 : 97	8	10	-5	0	-7	106	4	96
52) CCN1CCN(c2nc(C)c3c(n2)CCCC3=O)CC1
 : 101	0	4	0	-20	-3	90	2	100
27) Cc1ccnc(NS(=O)(=O)Cc2ccccc2)c1
 : 68	-12	2	-6	12	1	98	6	100
56) CCCOc1ccc(Cl)cc1CN1CCOCC1
 : 97	-33	4	4	8	3	96	-2	107

Going on with the list.
Values run as follows: H69AR inhibit	S1P2 blocker	PostGolgi ctrl	sEH act	LYP act	S1P2 ag	HUVEC prolif 384	sEH inh	Lung fibro prol
61) Cc1nnc(N(Cc2ccco2)C(=O)c2ccno2)s1
 : 78	14	5	12	5	-3	99	-13	88
62) COc1ccc(-n2ncc3c(N4CCc5ccccc54)ncnc32)cc1
 : 43	-24	16	3	10	-1	88	2	87
63) Cc1ccccc1OCC1Cn2c(nc3c2c(=O)[nH]c(=O)n3C)O1 (configuration not stated)
 : 88	-5	0	11	2	-9	83	-13	95
64) COc1ccc(NC(=O)CC2C(=O)N(CCc3ccccc3)C(=S)N2Cc2cccnc2)cc1 (configuration not stated)
 : x	-26	15	-3	0	-4	x	5	x
65) Clc1ccc(-c2nnc3ccccn23)cc1
 : 89	-16	-7	0	0	1	94	0	102
66) CCN(CC)S(=O)(=O)c1ccc(C(=O)OCC(=O)c2ccc3c(c2)NC(=O)CO3)cc1
 : x	9	0	-6	-10	-9	x	6	x
67) NC(=O)C1CCC(NC(=O)OCc2ccccc2)CC1 (configuration not stated)
 : 77	9	4	-50	1	-7	93	49	92
68) Cc1sc2ncnc(Sc3nnnn3-c3ccc(Cl)cc3)c2c1C
 : 1.4*	-9	7	-6	10	0	9.9*	5	67
69) C/C(=N\NC(=O)c1ccccc1C)c1ccc(N2CCOCC2)cc1
 : x	-12	0	3	11	-2	x	0	x
70) CCc1ccc(/C=N/Nc2nn[nH]n2)cc1
 : 95	4	x	13	-3	-6	100	-10	107
71) CCC(c1nnnn1C1CCCC1)N1CCN(C(=O)c2ccco2)CC1 (configuration not stated)
 : 90	x	12	x	x	x	94	x	105
72) Cc1ccc(C)c(S(=O)(=O)N2C(=S)NC(=O)C2CC(C)C)c1 (configuration not stated)
 : x	-20	10	6	19	-3	x	-4	x
73) CCOC(=O)C1=C(C)N[C@@]2(O)c3ccccc3C(=O)[C@@]12O
 : 86	-4	4	13	35	-4	94	-9	98
74) Cc1ccc(OCC(O)Cn2c(N3CCOCC3)nc3c2c(=O)[nH]c(=O)n3C)cc1 (configuration not stated)
 : 88	-2	-7	x	27	-12	93	x	109
75) Cc1c(N=C/C=C2/N(C)c3ccccc3C2(C)C)c(=O)n(-c2ccccc2)n1C
 : 92	5	x	0	-2	-6	109	4	95
76) O=C(c1c(Cl)nc2sccn12)N(C(=O)c1c(Cl)nc2sccn12)c1ccc(Cl)cn1
 : 59	-7	22	-12	16	-2	83	12	68
77) O=C(OCC(=O)N1CCOCC1)C(c1ccccc1)c1ccccc1
 : 99	-2	6	x	-6	-2	100	x	101
78) CCCn1nc(C(=O)NCC(C)(C)N2CCOCC2)c2ccccc2c1=O
 : 75	2	17	-1	6	-2	105	3	95
79) Cc1cccc(NC(=O)CCc2ccc(C)o2)c1
 : 104	13	0	0	-2	-7	95	-1	97
80) CCCCNC(=O)CC1C(=O)N(Cc2ccccc2)C(C)c2nc3ccccc3n21 (configuration not stated)
 : 100	5	11	x	-7	-1	87	x	92
81) CCOC(=O)CSc1nnc(Cc2ccccc2)n1-c1ccc(C)cc1
 : 93	-10	x	2	-2	-5	105	-2	95
82) Cn1nc(-c2ccc(N3CCCCC3)c(NC(=O)c3ccco3)c2)c2ccccc2c1=O
 : 77	-10	13	4	23	-1	54	-6	88
83) CCOC(=O)c1sc(NC(=O)CSc2nc3c(cc2C#N)CCC3)c(C#N)c1C
 : 61	-23	x	2	-19	-2	70	1	103
